From PubChem BioAssay
Bcl-XL Bim block: inhibitors of Bim-Bcl-XL binding, primary screen, biochemical, multiplexed, bead flow cytometry, human Bcl-XL; inhibition, % at 10 µM; actives 0.04% (n = 190,000); Bim peptide-Bcl-XL binding, fluorescence; Bcl-2-like protein 1 (Homo sapiens), Q07817
Target sequence (Q07817 whole entry, looked up): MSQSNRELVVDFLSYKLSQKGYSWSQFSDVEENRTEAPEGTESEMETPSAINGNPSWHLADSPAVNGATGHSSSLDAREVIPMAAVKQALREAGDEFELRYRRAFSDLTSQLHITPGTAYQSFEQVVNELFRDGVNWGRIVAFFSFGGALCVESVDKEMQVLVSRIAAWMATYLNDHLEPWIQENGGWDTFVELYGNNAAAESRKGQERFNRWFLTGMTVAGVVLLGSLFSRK
Bcl-B Bim block: inhibitors of Bim-Bcl-B binding, primary screen, biochemical, multiplexed, human Bcl-2 family | Bcl-2-like protein 10 (Homo sapiens), Q9HD36 | bead-based flow cytometry, Bim peptide-Bcl-B binding | inhibition, % at 10 µM | actives 0.073% (n = 190,000) | AID 951, 2007;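 further: 0% = tracer peptide without compound and 100% = reference inhibitor peptide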
Target sequence (Q9HD36 whole entry, looked up): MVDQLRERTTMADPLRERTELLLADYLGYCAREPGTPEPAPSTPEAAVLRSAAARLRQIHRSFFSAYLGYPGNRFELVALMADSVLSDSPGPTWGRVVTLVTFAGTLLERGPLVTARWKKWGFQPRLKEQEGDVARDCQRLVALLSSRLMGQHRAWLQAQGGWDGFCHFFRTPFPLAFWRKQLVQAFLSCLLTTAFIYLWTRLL
Bcl-W Bim block: inhibitors of Bim binding to Bcl-W, primary screen, biochemical, multiplexed, bead-based flow cytometry; Bcl-2-like protein 2 (Homo sapiens), Q92843; Bim peptide-Bcl-W binding; inhibition, % at 10 µM; actives 0.02% (n = 190,000); AID 952, 2007;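 further: 0% = bound tracer without compound and 100% = peptide blocker; higher means less fluorescent Bim peptide bound to Bcl-W beads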
RGS8-Gao reg: RGS8-Galphao binding modulators, primary screen, biochemical, multiplexed bead flow cytometry. Guanine nucleotide-binding protein G(o) subunit alpha (Homo sapiens), P09471. actives lie on both sides. response (percent of control binding), % at 10 µM. actives 0.34% (n = 220,000). AID 1423, 2008; in the data active means response below about 60% or above about 140%; inactive means in between;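 further: Galphao activated as the GDP aluminium fluoride complex binding bead-coupled RGS8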
Target sequence (P09471 whole entry, looked up): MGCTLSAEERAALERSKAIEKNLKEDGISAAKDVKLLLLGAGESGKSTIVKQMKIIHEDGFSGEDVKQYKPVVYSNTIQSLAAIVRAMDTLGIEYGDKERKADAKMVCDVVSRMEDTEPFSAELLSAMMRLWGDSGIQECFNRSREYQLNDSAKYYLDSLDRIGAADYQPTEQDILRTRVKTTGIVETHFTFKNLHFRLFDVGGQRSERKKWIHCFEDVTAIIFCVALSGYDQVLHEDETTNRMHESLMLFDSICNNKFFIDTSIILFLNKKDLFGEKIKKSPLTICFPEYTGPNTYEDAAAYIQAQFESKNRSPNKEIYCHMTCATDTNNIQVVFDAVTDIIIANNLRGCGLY
GSH fluor: compound fluorescence on glutathione beads, profiling panel, artefact control, biophysical, 488/530 nm, flow cytometry; GSH beads flow cytometry, compound fluorescence 488/530 nm; active compounds read high; fluorescence (KMESF) at 10 µM; actives 0.25% (n = 190,000); AID 1776, 2009; in the data active means fluorescence above about 89;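 further: glutathione beads carrying GST-tagged Bcl family fusion proteins plus one bare bead set; values are compound well signal with DMSO vehicle wells as background; inactives centre near 16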
Bim-Bfl-1: inhibitors of Bim binding to Bfl-1, primary screen, biochemical, multiplexed, bead-based flow cytometry; inhibition, % at 10 µM; Bcl-2-related protein A1 (Homo sapiens), Q16548; actives 0.12% (n = 190,000); Bim-Bfl-1 binding inhibition; AID 1008, 2008;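 further: 0% = wells without compound plus tracer and 100% = blocker peptide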
ABCB1 block: ABCB1 efflux pump inhibitors, primary screen, cell-based, multiplex, flow cytometry, ABCG2 counter-screen. ATP-dependent translocase ABCB1 (Homo sapiens), P08183. actives 0.067% (n = 190,000). inhibition, % at 6.6 µM. CCRF-Adr cells, JC-1 efflux; in the data active means inhibition above about 40%;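 further: 0% = vehicle and 100% = reference inhibitor; higher value means more JC-1 retained so stronger ABCB1 efflux block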
ABCG2 block: ABCG2 efflux pump inhibitors, primary screen, multiplex with ABCB1, IgMXP3 cells, flow cytometry; Broad substrate specificity ATP-binding cassette transporter ABCG2 (Homo sapiens), Q9UNQ0; JC-1 efflux; AID 1325, 2008; actives 0.1% (n = 190,000); inhibition, % at 6.6 µM;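 active means inhibition above 80%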;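 further: 0% = DMSO and 100% = nicardipine control wells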
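Test system: IgMXP3 (ABCG2) plus far-red-tagged CCRF-Adr (ABCB1) cells. Reagent: JC-1 dye as substrate. Timing: 10 min exposure at 25 °C with rotation, no wash. Measured by: flow cytometric JC-1 green MFI at 530 nm. Read-out: percent efflux inhibition, scaled nicardipine 100% to DMSO 0%. Control set: nicardipine and DMSO wells.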
Bcl-2 Bim block: inhibitors of Bim-Bcl-2 binding, primary screen, biochemical, multiplexed, human Bcl-2 family. Apoptosis regulator Bcl-2 (Homo sapiens), P10415. inhibition, % at 10 µM. actives 0.06% (n = 190,000). Bead-based flow cytometry, Bim peptide-Bcl-2 binding; in the data active means inhibition above about 40%; inconclusive means no clear call, values can overlap the other calls;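 further: 0% = no compound wells with probe peptide and 100% = reference peptide inhibitor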
RGS4-Gao reg: modulators of RGS4 binding to Galphao, primary screen, biochemical, multiplexed bead flow cytometry; Guanine nucleotide-binding protein G(o) subunit alpha (Homo sapiens), P09471; actives lie on both sides; binding response (% of control), % at 10 µM; actives 0.33% (n = 220,000); in the data active means binding response below about 49% or above about 150%; inactive means in between;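 further: fluorescent Galphao activated with aluminum fluoride binding bead-coupled RGS4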
RGS7-Gao reg: RGS7-Galphao binding modulators, primary screen, biochemical, multiplexed bead flow cytometry; Guanine nucleotide-binding protein G(o) subunit alpha (Homo sapiens), P09471; actives lie on both sides; binding response (% of control), % at 10 µM; actives 0.35% (n = 220,000); in the data active means binding response below about 49% or above about 150%; inconclusive means no clear call, values can overlap the other calls; inactive means in between;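 further: fluorescent Galphao held in activated GDP-AlF4 state binding bead-coupled RGS7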
Starred values were filed as active, the others as inactive; ? = inconclusive. Unless noted, no stated cut-off is given here; in the data, active means inhibition above about 40%.

[1] CCC(=O)NC(=S)NNC(=O)c1ccccc1[N+](=O)[O-]
[2] Cc1nnc(NC(=O)CSc2ccc(-c3ccccn3)nn2)s1
[3] Cc1ccc(OCC(=O)NC(=S)Nc2ccc3c4c(cccc24)CC3)cc1
[4] COc1ccc(/C=N/c2oc(C)c(C)c2C#N)c(OC)c1
[5] CCN(CC)c1ccc(NC(=O)Cn2nnc(-c3cccc(OC)c3OC)n2)c(C)c1
[6] Cc1cc(C)nc(Nc2nc(=O)c3ccccc3s2)n1

compound no.	1	2	3	4	5	6
Bcl-XL Bim block	-8	0	-10	0	-11	-2
Bcl-B Bim block	-42	0	-13	-3	-8	-19
Bcl-W Bim block	-7	3	-7	-4	2	-4
RGS8-Gao reg	100	101	105	100	100	67
GSH fluor	14	19	35	10	266*	15
Bim-Bfl-1	0	-3	0	-6	-10	-1
ABCB1 block	0.2	0.0	-0.2	-0.2	0.2	0.9
ABCG2 block	0	1	0	0	1	8
Bcl-2 Bim block	-5	0	-2	-3	-5	-2
RGS4-Gao reg	102	97	100	97	103	102
RGS7-Gao reg	102	102	102	92	95	100

[7] Cc1c(NC(N)=O)c(=O)n(-c2ccccc2)n1C
[8] COc1ccc(C)cc1-n1nnnc1SCC(=O)Nc1cccnc1Cl
[9] CCOC(=O)c1c(C)n(C)c2c(C)cc(O)c(OC(C)=O)c12
[10] Cc1ccc(-c2sc(-c3ccccc3)nc2CC(=O)Nc2ccccc2F)cc1
[11] COc1cc2nc(SCC(=O)NCc3ccco3)n(Cc3ccc(Cl)cc3)c(=O)c2cc1OC
[12] COc1ccc(-c2nc(N)n(C(C)=O)n2)cc1

compound no.	7	8	9	10	11	12
Bcl-XL Bim block	0	-2	-4	-2	-1	-7
Bcl-B Bim block	-9	-5	-5	-5	-1	-10
Bcl-W Bim block	-1	0	0	-1	-2	-1
RGS8-Gao reg	103	108	101	103	101	102
GSH fluor	16	4	28	8	19	33
Bim-Bfl-1	-8	0	-9	0	2	-16
ABCB1 block	0.3	1.7	-0.1	2.3	15	0.0
ABCG2 block	0	29	2	24	4	2
Bcl-2 Bim block	3	0	-7	0	0	-13
RGS4-Gao reg	100	101	98	99	99	101
RGS7-Gao reg	102	104	100	100	95	100

[13] Cc1cccc(-n2c(O)c(C=Nc3cc(O)ccc3C)c3ccccc3c2=O)n1
[14] Cc1cc(-n2c(C)cc(C(=O)CN3C(=O)NC4(CCCCC4)C3=O)c2C)no1
[15] CC1CN(CCOc2ccc([N+](=O)[O-])cc2)CC(C)O1 (stereo not given)
[16] COc1cc2c(cc1OC)CN(CC(=O)NC(=O)NCc1ccccc1)CC2
[17] Cc1c(NC(=O)C(C)OC(=O)C23CC4CC(CC(Br)(C4)C2)C3)c(=O)n(-c2ccccc2)n1C (stereo not given)
[18] CCNc1nc(OC)nc(N2CCC(Cc3ccccc3)CC2)n1

compound no.	13	14	15	16	17	18
Bcl-XL Bim block	-3	3	-4	0	0	-4
Bcl-B Bim block	3	1	-1	-5	-1	-8
Bcl-W Bim block	-5	0	-3	0	0	-5
RGS8-Gao reg	103	106	107	103	101	90
GSH fluor	11	38	10	25	13	13
Bim-Bfl-1	6	0	5	-3	-4	-13
ABCB1 block	-0.2	7.0	0.4	1.6	1.4	0.5
ABCG2 block	0	2	6	6	3	6
Bcl-2 Bim block	0	1	0	5	0	-10
RGS4-Gao reg	107	103	103	102	101	93
RGS7-Gao reg	104	106	102	104	?	98

[19] CCOC(=O)C1CCN(Cc2nnnn2CCc2ccccc2)CC1
[20] COc1cc(C2C(S(=O)(=O)c3ccccc3)CON2C)ccc1OCc1ccc(F)cc1 (stereo not given)
[21] O=C(CN1CCC(c2nc3ccccc3[nH]2)CC1)Nc1ccc2c(c1)OCO2
[22] COc1ccc(-c2nnn(CCC(=O)O)n2)cc1
[23] O=C(OCc1cc(-c2ccccc2)no1)c1ccc2ccccc2n1
[24] Cc1cc(C)n2nc(C(=O)Nc3ccc4c(c3)OCO4)nc2n1

compound no.	19	20	21	22	23	24
Bcl-XL Bim block	0	-1	-4	-3	-7	-2
Bcl-B Bim block	-3	-2	1	-8	-12	-3
Bcl-W Bim block	-1	0	-5	1	-1	3
RGS8-Gao reg	100	96	103	95	101	100
GSH fluor	13	18	32	16	36	26
Bim-Bfl-1	-5	-1	8	-8	-19	-7
ABCB1 block	0.2	4.0	1.6	0.2	0.2	0.2
ABCG2 block	0	5	24	1	23	2
Bcl-2 Bim block	1	1	1	-7	-13	-5
RGS4-Gao reg	104	91	101	90	101	98
RGS7-Gao reg	102	90	98	93	100	95

Other structures:
Results follow in this order: Bcl-XL Bim block	Bcl-B Bim block	Bcl-W Bim block	RGS8-Gao reg	GSH fluor	Bim-Bfl-1	ABCB1 block	ABCG2 block	Bcl-2 Bim block	RGS4-Gao reg	RGS7-Gao reg
#25 CCOc1ccc2oc(-c3ccccc3)c(C(=O)N3CCN(CCO)CC3)c2c1
 : -1	-3	2	98	10	-5	0.3	1	0	96	93
#26 CC1CCCCC1NC(=O)CCCCCn1c(=S)[nH]c2ccccc2c1=O (stereo not given)
 : -2	-12	-4	99	14	-3	1.0	4	-2	100	96
#27 Cc1nn(Cc2ccc(F)cc2)c(C)c1NC(=O)c1nn(C)cc1Cl
 : -5	-6	-7	107	12	-3	0.2	-1	-4	103	102
#28 COCC(C)n1c(COc2ccccc2F)nnc1SCC(=O)c1c(N)n(C)c(=O)n(C)c1=O (stereo not given)
 : -3	-6	-1	102	14	-2	2.2	21	0	103	?
#29 Cc1cnn(-c2cc(N/N=C/c3ccc(F)cc3)ncn2)c1
 : -12	-8	-1	104	31	-14	0.6	35	-7	104	102
#30 O=C1CC(Sc2ncccc2C(=O)O)C(=O)N1 (stereo not given)
 : -3	-2	2	99	24	-6	0.8	1	-2	97	?
#31 Cc1ccc(/C=N/NC(=O)Cn2cnc3ccccc32)o1
 : -1	0	-2	99	11	0	0.2	5	0	90	91
#32 O=C(C1CCCCC1)N1CCCC(c2nc3c(nnn3Cc3ccccc3)c(=O)[nH]2)C1 (stereo not given)
 : 0	-1	-1	99	20	-3	0.2	2	0	98	100
#33 Nn1c(SCC(=O)Nc2ccc3c(c2)OCO3)nnc1-c1ccncc1
 : 2	-1	0	97	17	0	0.1	2	0	98	107
#34 COc1ccc2oc(=O)c(C(=O)OCC(=O)c3ccc([N+](=O)[O-])cc3)cc2c1
 : 0	-10	-1	95	12	-1	-0.1	0	0	92	?
#35 CCOC(=O)c1c(CN2CCC(C)CC2)oc2ccc(OC)cc12
 : 0	0	-2	102	18	-1	0.0	0	-3	101	103
#36 O=C(Nc1ccccc1Cl)c1ccc2nsnc2c1
 : -3	-6	-3	96	14	-9	0.9	4	-2	99	98
#37 CS(=O)(=O)N1CCCC(C(=O)NCCc2ccccc2)C1 (stereo not given)
 : -1	-1	0	102	15	0	-0.4	-1	1	97	96
#38 O=C(OC1CCOC1=O)c1ccc(Cl)c(S(=O)(=O)N2CCCCC2)c1 (stereo not given)
 : -4	-5	-1	101	15	-6	-0.2	0	-1	101	?
#39 CC1=C(C(=O)Nc2ccccc2C)C(c2cccnc2)n2nc(CCCO)nc2N1 (stereo not given)
 : -1	3	-1	92	20	0	0.0	0	-1	93	90
#40 Cc1cccc(N(CC(=O)NC2CCCCC2)C(=O)c2ccc(C)s2)c1
 : 0	3	4	97	22	1	-0.3	-1	0	98	97
#41 COc1ccc(C(C)=O)cc1CSc1nncn1-c1ccccc1
 : -7	-11	-5	99	20	-13	0.6	5	-11	99	101

6 entries out of the list, sorted by formula weight, smallest number first:
Results follow in this order: Bcl-XL Bim block	Bcl-B Bim block	Bcl-W Bim block	RGS8-Gao reg	GSH fluor	Bim-Bfl-1	ABCB1 block	ABCG2 block	Bcl-2 Bim block	RGS4-Gao reg	RGS7-Gao reg
#30 O=C1CC(Sc2ncccc2C(=O)O)C(=O)N1 (stereo not given)
 : -3	-2	2	99	24	-6	0.8	1	-2	97	?
#36 O=C(Nc1ccccc1Cl)c1ccc2nsnc2c1
 : -3	-6	-3	96	14	-9	0.9	4	-2	99	98
#35 CCOC(=O)c1c(CN2CCC(C)CC2)oc2ccc(OC)cc12
 : 0	0	-2	102	18	-1	0.0	0	-3	101	103
#33 Nn1c(SCC(=O)Nc2ccc3c(c2)OCO3)nnc1-c1ccncc1
 : 2	-1	0	97	17	0	0.1	2	0	98	107
#38 O=C(OC1CCOC1=O)c1ccc(Cl)c(S(=O)(=O)N2CCCCC2)c1 (stereo not given)
 : -4	-5	-1	101	15	-6	-0.2	0	-1	101	?
#39 CC1=C(C(=O)Nc2ccccc2C)C(c2cccnc2)n2nc(CCCO)nc2N1 (stereo not given)
 : -1	3	-1	92	20	0	0.0	0	-1	93	90
